High-throughput results: PubChem, several laboratories
DAX1 inh-1: DAX1 (NR0B1) inhibition, primary screen; AID 652010; actives 1.1% (n = 370,000); HEK293T StAR-luciferase reporter, SF-1/DAX-1 repression relief; inhibition, % at 6.8 µM;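 active = inhibition above the mean over all tested compounds plus 3 SD, cut at about 3.6% in these data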;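 note: 0% = DAX-1 cells with DMSO and 100% = cells lacking DAX-1 with DMSO; higher inhibition means more luminescence from relief of DAX-1 repression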
sPLA2-III inh: Blocks human group III sPLA2 activity; actives 0.56% (n = 370,000); Q9NZ20; inhibition, % at 12.2 µM; QFRET BODIPY PC-A2 liposome hydrolysis, fluorescence;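 active = inhibition above mean plus 3 SD of compounds lying within the high and low control bounds, cut at about 19% in these data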;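 note: 0% = median of test compound wells and 100% = no enzyme DMSO wells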
Target sequence (Q9NZ20 whole entry, looked up): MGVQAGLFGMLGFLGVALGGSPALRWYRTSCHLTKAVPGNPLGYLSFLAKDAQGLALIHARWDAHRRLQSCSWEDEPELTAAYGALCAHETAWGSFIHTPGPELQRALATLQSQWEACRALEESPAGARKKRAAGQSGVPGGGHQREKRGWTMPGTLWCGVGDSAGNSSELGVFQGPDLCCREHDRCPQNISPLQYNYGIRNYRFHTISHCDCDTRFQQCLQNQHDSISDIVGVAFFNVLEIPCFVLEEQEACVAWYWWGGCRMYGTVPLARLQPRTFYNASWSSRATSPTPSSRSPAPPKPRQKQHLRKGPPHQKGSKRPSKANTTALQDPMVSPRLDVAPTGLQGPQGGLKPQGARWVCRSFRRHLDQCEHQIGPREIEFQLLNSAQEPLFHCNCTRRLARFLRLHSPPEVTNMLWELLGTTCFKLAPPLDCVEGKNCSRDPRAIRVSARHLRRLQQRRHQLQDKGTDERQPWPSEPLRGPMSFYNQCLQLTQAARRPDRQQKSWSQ
proKLK7 act: activates the human kallikrein-7 zymogen; activation, % at 7 µM; actives 0.9% (n = 370,000); P49862; purified proKLK7, EDANS-DABCYL substrate fluorescence; 100% is mature enzyme control, 0% vehicle;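 active = activation above the mean of all tested compounds plus 3 SD, computed per campaign excluding outliers beyond control limits, cut at about 13% in these data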
Target sequence (P49862 whole entry, looked up): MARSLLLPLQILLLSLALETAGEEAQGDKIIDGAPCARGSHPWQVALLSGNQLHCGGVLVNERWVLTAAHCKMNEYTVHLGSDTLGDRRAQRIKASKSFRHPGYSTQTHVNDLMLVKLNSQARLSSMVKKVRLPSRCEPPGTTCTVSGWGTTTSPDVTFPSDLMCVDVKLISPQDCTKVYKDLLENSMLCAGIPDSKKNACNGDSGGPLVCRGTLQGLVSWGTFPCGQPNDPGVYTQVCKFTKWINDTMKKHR
NPR2 activator: GC-B (human) receptor activation; P20594; HEK293-GC-B cells, CNP EC30, cGMP TR-FRET; 0% at EC30 CNP, 100% saturating CNP; activation, % at 10 µM; actives 0.11% (n = 370,000);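 active = activation at 10 µM reaching about 35% in either raw or pattern-adjusted values, limit read from the data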
DAX1 inh-2: NR0B1 (DAX1) inhibition. P51843. HEK293 Gal4-DAX1 luciferase reporter, luminescence. inhibition, % at 6.75 µM. actives 0.99% (n = 340,000). AID 504766;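 active = inhibition above the mean over all tested compounds plus 3 SD, cut at about 4.2% in these data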;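 note: 0% = DAX1-transfected cells with DMSO and 100% = empty-vector control cells with DMSO; inhibition shows as a rise in luminescence from relieved DAX1 repression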
Target sequence (P51843 207-470 limits assumed): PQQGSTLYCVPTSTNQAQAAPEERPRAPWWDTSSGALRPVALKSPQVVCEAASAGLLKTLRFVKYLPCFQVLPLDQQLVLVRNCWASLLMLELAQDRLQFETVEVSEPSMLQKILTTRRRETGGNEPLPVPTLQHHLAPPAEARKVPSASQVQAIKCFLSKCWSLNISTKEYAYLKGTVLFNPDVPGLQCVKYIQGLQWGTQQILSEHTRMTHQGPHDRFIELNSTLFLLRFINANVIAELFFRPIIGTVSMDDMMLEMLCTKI
hcDAF-12 act: activators of H. contortus DAF-12 nuclear receptor; HEK293 hcDAF-12 lit1-tk-luc reporter, luminescence; 0% DMSO, 100% Δ7-dafachronic acid; activation, % at 6.8 µM; actives 1.4% (n = 370,000);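 active = activation above the mean of all tested compounds plus 3 SD, cut at about 5.5% in these data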;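 note: 100% = response to 3 µM Δ7-dafachronic acid high control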
SMARCA2 activ: SMARCA2 function activation, primary screen. actives 1% (n = 370,000). activation, % at 9.1 µM. AID 652017. MG213 cells, MMTV-luciferase reporter, dexamethasone, overnight; in the data active = activation above about 7.8%;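 note: 0% = vehicle wells and 100% = reference activator wells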
hgDAF-12 ag: activates the H. glycines DAF-12 receptor ligand-binding domain; HEK293 GAL4-hgDAF12 UAS-luciferase reporter, agonist luminescence; normalized to butyrate control; activation, % at 6.8 µM; actives 1.8% (n = 370,000); AID 687014;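 active = activation above a cutoff set at the mean of all screened compounds plus 3 SD, cut at about 10% in these data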;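 note: 0% = DMSO wells and 100% = sodium butyrate wells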
FXN GAA850 act: activators of GAA850 frataxin (FXN) promoter | activation, % at 6 µM | HEK293 lucGAA850 FXN promoter luciferase reporter, 24 h; percent of 10 µM SAHA response | actives 0.56% (n = 360,000);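 active = activation above the average of all compounds screened plus 3 SD, cutoff fixed separately per campaign, cut at about 7.5% in these data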;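 note: 0% = DMSO wells and 100% = 10 µM SAHA wells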
NPR1 activator: GC-A (human) enzyme activation. HEK293 GC-A cells, cGMP TR-FRET, EC30 ANP; 0% at EC30 ANP, 100% saturating ANP. activation, % at 10 µM. actives 0.14% (n = 370,000). AID 1671463; in the data active = activation above about 40%
ssDAF-12 act: S. stercoralis DAF-12 activation, primary screen. HEK293 ssDAF-12/GRIP1 lit1-tk-luc reporter, luminescence; % of 3 µM dafachronic acid response. activation, % at 6.8 µM. actives 1% (n = 370,000). AID 652126;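 active = activation above the mean over all tested compounds plus 3 SD, cut at about 0.9% in these data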;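 note: 0% = DMSO-only wells and 100% = 3 µM delta7-dafachronic acid wells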
Numbers without * were called inactive; . = no result given.

SMILES	DAX1 inh-1	sPLA2-III inh	proKLK7 act	NPR2 activator	DAX1 inh-2	hcDAF-12 act	SMARCA2 activ	hgDAF-12 ag	FXN GAA850 act	NPR1 activator	ssDAF-12 act
CC(NC(=O)C12CC3CC(CC(C3)C1)C2)C(=O)N/N=C/C1=C(N2CCOCC2)C(=C\c2cccc([N+](=O)[O-])c2)/CC1 (stereo not given)	0.0	11	-0.5	0	0.9	0.6	-6	-1.0	3.0	0	-1.2
Cc1ccc2nc(C)cc(C(=O)N/N=C/c3ccncc3)c2c1	-0.5	5	0.9	-1	0.2	-0.6	0	0.9	-0.4	2	-1.1
CCc1nc2ccc(C(=O)NCCN3CCOCC3)cn2c1N(C)Cc1ccc(OC)cc1	0.2	-3	0.1	12	.	0.2	-5	1.2	1.3	7	-1.4
COc1ccc(OC)c(NC(=O)CCNS(=O)(=O)c2ccc3[nH]c(=O)oc3c2)c1	-1.1	-9	-0.1	2	-0.2	0.4	0	-0.8	0.4	-2	-0.7
Cc1ccc(S(=O)(=O)N(CC(=O)NCc2ccco2)C2CCCCC2)cc1	-0.8	-8	0.9	-8	-1.2	-1.2	0	-2.5	-3.1	-3	-1.9
Oc1ccc2ccccc2c1CNc1ccc2ccccc2c1	-0.2	-24	-5.1	-1	0.1	3.8	-1	3.3	2.8	-9	-0.4
COc1ccccc1N1CC(C(=O)Nc2ccc(S(=O)(=O)N3CCCC3)cc2)CC1=O (stereo not given)	-1.4	-7	0.6	1	1.0	-0.2	-2	-1.3	0.3	-2	-1.1
Cc1ccc(S(=O)(=O)NC(=O)C2(C)CCN2C(=O)Cc2ccc(-c3ccccc3)cc2)cc1 (stereo not given)	-0.3	-19	0.0	0	.	0.6	3	-2.1	1.4	5	-0.8
COC(=O)/C=C/c1ccc2c(c1)OCO2	1.3	-3	-5.2	3	0.9	-0.7	2	-0.1	0.4	1	-0.9
Cc1cc2oc(=O)cc(CN(C)Cc3ccccc3F)c2cc1Cl	0.5	9	-0.7	1	-0.1	2.0	-1	2.7	1.8	-4	0.1
Cc1nc2cc(-c3cccc(F)c3)nn2c(C)c1CCC(=O)N1CCN(c2ccccn2)CC1	-1.6	-1	-0.4	-3	1.5	-1.2	-2	-7.9	-2.6	5	-1.4
CC(=O)NC1CCC(C(=O)O)(c2ccccc2)C1 (stereo not given)	0.2	16	0.5	0	1.5	-0.8	0	1.4	-0.8	0	-1.0
COc1ccc(NC(=O)c2cc(-c3ccncc3)nc3ccc(Br)cc23)cc1OC	-0.5	1	-9.8	4	-1.1	-1.8	-3	-0.3	-4.4	7	-0.6
COC(=O)C(Cc1ccc(O)cc1)NC(=O)C(CC(=O)OC(C)(C)C)NC(=O)OC(C)(C)C (stereo not given)	0.1	-10	0.4	-1	-0.4	-3.0	-1	1.2	2.7	1	-0.9
CC(NC(=O)COC(=O)Cc1ccsc1)c1ccccc1 (stereo not given)	-0.4	-1	-0.5	1	0.5	-1.9	4	-0.9	0.8	-1	-1.4
O=c1oc(-c2ccco2)nc2c1cnn2-c1ccccc1	0.1	-2	0.0	-1	0.1	0.0	2	-1.1	0.3	6	-0.9
O=C(C[n+]1cc(-c2ccc(Cl)cc2)n2c1CCC2)N1c2ccccc2Sc2ccccc21	-0.6	-33	0.3	-3	-0.1	0.2	-2	-0.1	0.8	5	-1.6
COc1cccc(-c2ccc3ncnc(NCc4cccs4)c3c2)c1	-0.3	6	0.2	-1	0.7	0.2	-2	-1.5	-1.0	-1	-1.1
COCCOC(=O)c1[nH]c2c(c1C)C(=O)CC(c1ccc(N(C)C)cc1)C2 (stereo not given)	-1.1	-1	-0.1	2	-1.0	-2.2	1	1.9	0.1	-2	-1.4
CC(C)(C)c1ccc(CN2N=Nc3ccccc3S2(=O)=O)cc1	0.1	-9	21*	-2	-0.5	-1.3	0	0.7	3.6	-26	-1.5
CC(O)c1nc2ccc(Cc3ccc4nc(C(C)O)[nH]c4c3)cc2[nH]1 (stereo not given)	-0.3	-4	0.0	8	0.8	-0.6	0	4.2	0.7	0	-1.2
COc1cc(NC(=O)COc2c(C)cc(C)cc2[N+](=O)[O-])c(OC)cc1Cl	-0.1	2	-0.4	0	-0.9	-0.4	0	-1.6	1.1	-3	-0.6
NC(=O)c1ccnc2c(O)cccc12	0.1	-4	0.5	3	0.4	-1.5	0	0.4	-0.3	0	-1.3
O=C(NC(c1ccc(Cl)cc1)c1cccnc1)C1CCN(CCOc2ccc(Cl)cc2Cl)CC1 (stereo not given)	0.2	-16	0.9	2	.	1.1	1	4.8	-0.3	-6	-1.0
C=CCN1C(=O)[C@H](CC(=O)N2CCOCC2)[C@@]2(C(=O)OCC)CCCC=C12	0.8	2	-0.2	8	.	-1.6	-1	3.0	.	1	0.0
CCOC(=O)C1CCCN(S(=O)(=O)c2ccc(F)c(C(=O)Nc3ccc(F)c(F)c3)c2)C1 (stereo not given)	-0.3	-21	0.3	-1	-1.4	-0.5	-2	-1.5	-3.8	-4	-1.0
Nc1nc(-c2ccccc2)nc(-c2ccccc2O)n1	-0.6	-26	0.1	-3	-0.1	3.7	2	3.6	3.9	-4	-0.1
C/C(=N\NC(=O)c1ccc(F)cc1)c1cccc(NC(=O)c2cccc(F)c2)c1	0.5	1	-0.4	-2	0.4	2.9	2	2.9	-1.5	-1	-0.9
O=C(c1cc2cc([N+](=O)[O-])ccc2oc1=O)n1cccn1	-0.5	-3	-0.1	0	0.9	-0.4	3	0.9	0.4	1	-1.5
Cc1cc(NC(=O)COC(=O)COc2ccc3c(c2)CCC3)no1	-0.3	2	-0.4	-7	-1.6	0.3	0	1.7	-1.6	-2	-0.9
CCOc1cc(/C=N/NC(=O)CN(CCc2ccccc2)S(=O)(=O)c2ccc(NC(C)=O)cc2)ccc1O	-1.0	-17	-1.1	-5	-1.8	-2.7	-3	-0.5	-2.9	-5	-0.9
COCCCn1cc(CN2CC(N3CCSCC3)CS2(=O)=O)nn1 (stereo not given)	0.4	8	0.2	3	.	-0.5	-4	0.6	.	2	-1.1
COC(=O)C(CCSC)NC(=O)C(NC(=O)C1CCC(C)CC1)C(C)C (stereo not given)	0.2	-1	0.6	-5	1.3	3.5	6	-1.1	-1.4	3	-1.2
CC(=O)c1cccc(S(=O)(=O)N2CCn3cccc3C2C)c1 (stereo not given)	-1.2	-7	-0.6	2	0.5	-1.8	1	1.1	0.8	2	-0.6
O=C(COC(=O)C1CCC1)Nc1ccc(Oc2ccccc2)cc1	-0.7	-8	0.8	1	0.5	-0.7	-1	1.7	-1.0	6	0.8
COc1ccccc1OCC(O)CO (stereo not given)	0.1	4	-0.3	0	-1.2	-1.0	-4	7.0	-1.7	5	-0.8
O=C(NCc1cccs1)c1csc(COCCO)n1	0.1	14	0.1	1	.	0.6	-5	2.2	0.2	3	-1.1
COc1cc2c(cc1OC)C(C)N(CC(=O)Nc1ccc(C)c(S(=O)(=O)N3CCOCC3)c1)CC2 (stereo not given)	-4.2	-4	3.4	4	-0.5	-3.0	-1	-4.0	-0.9	0	-1.7
COc1cc(OC)cc(C(=O)NC(=S)Nc2ccc3[nH]c(=O)[nH]c3c2)c1	-0.1	2	-0.5	-8	-2.2	1.6	-1	-2.6	0.8	-6	-1.0
CCCCOc1c(C(=O)Nc2ccccc2)nnn1-c1ccccc1	0.3	3	-0.4	4	-1.5	0.2	-4	1.6	0.6	-1	-0.9
CC1(C)CC(=O)C2=C(C1)Nc1cc3c(cc1C2c1ccc2c(c1)OCO2)OCO3 (stereo not given)	0.7	14	-2.6	-2	5.3*	1.3	-2	5.5	0.6	6	-0.6
Cc1nn(-c2ccccc2)c(C)c1-c1nnc(C(F)(F)F)o1	-0.5	6	0.2	0	-0.4	-0.3	3	-2.7	-0.2	-8	-1.2
Cc1nc(-c2ccc(NC(=O)C(C)(C)C)cc2)c(-c2ccccc2)o1	-0.4	5	0.2	1	0.2	-3.8	-2	0.0	-0.6	0	-1.7
CC(C)OCC(O)CN1CCN(CC(O)COc2ccc3c(c2)OCO3)CC1 (stereo not given)	0.5	-3	-0.3	3	2.9	-0.3	4	-0.4	-0.9	5	-0.7
Cc1ccc(CNC(=O)CNC(=O)c2ccc(C(C)(C)C)cc2)n1C	-0.7	3	0.5	-1	-0.4	1.1	-1	0.1	-0.4	2	-1.6

Reprinted from the part before: 2 entries, followed by the next part.
SMILES	DAX1 inh-1	sPLA2-III inh	proKLK7 act	NPR2 activator	DAX1 inh-2	hcDAF-12 act	SMARCA2 activ	hgDAF-12 ag	FXN GAA850 act	NPR1 activator	ssDAF-12 act
CC(C)OCC(O)CN1CCN(CC(O)COc2ccc3c(c2)OCO3)CC1 (stereo not given)	0.5	-3	-0.3	3	2.9	-0.3	4	-0.4	-0.9	5	-0.7
Cc1ccc(CNC(=O)CNC(=O)c2ccc(C(C)(C)C)cc2)n1C	-0.7	3	0.5	-1	-0.4	1.1	-1	0.1	-0.4	2	-1.6
Cn1nc(C(C)(C)C)cc1N1C(=O)CCC1(C)C(=O)Nc1ccc2ccccc2c1 (stereo not given)	0.8	3	0.3	-3	.	1.4	1	-1.9	.	3	-1.0
C=CCn1c(C)cc(C(=O)CSc2n[nH]c(N)n2)c1C	1.6	-2	0.0	7	1.1	1.2	6	4.7	3.7	-1	-1.4
COc1cc(OC)cc(-n2nnnc2SCC(=O)Nc2nc3c(s2)CCCC3)c1	-0.2	-4	0.4	-7	0.2	-1.2	0	0.1	0.5	-3	-1.4
CSc1nncc(/C(C)=N\Nc2ccccc2)n1	-0.6	2	0.5	-6	-1.0	-2.2	1	1.6	2.5	11	-1.4
CC1(C)CC(=O)C/C(=N\NC(=O)Cc2ccccc2)C1	-0.3	-7	0.6	1	-1.2	-2.6	10*	-0.4	1.2	1	-0.7
Cc1cnc(=O)[nH]c1SCc1cccc(C(F)(F)F)c1	-2.1	-15	0.1	-11	0.3	-1.7	3	-3.4	1.2	-3	-1.1
O=c1c2c([nH]c3ccccc13)CCC2	-0.6	7	-0.1	1	0.0	0.6	3	2.5	0.5	2	-0.5
Cc1ccc(NC(=O)c2ccc(-c3nn(C)c(=O)c4ccccc34)cc2)cc1	-1.2	6	0.0	-8	0.1	-1.2	-5	-0.3	0.2	7	-1.6
COc1ccc2cc(C(=O)NCc3ccccc3)c(=Nc3ccc(C(=O)O)cc3)oc2c1	0.2	6	0.6	-9	-2.4	-1.2	-1	1.3	1.5	-7	-1.2
C[C@]12c3[nH]c4ccc(Cl)cc4c3CCN1C(=O)[C@@H](CC(=O)NCc1cccc(C(F)(F)F)c1)C[C@@H]2C(=O)N1CCCCC1	0.5	4	-0.3	-9	-0.1	-0.7	3	-2.8	-2.1	-19	-1.3
Cc1nnc(SCC(=O)NC2CC2)n1CCc1ccccc1	-0.2	1	0.0	-5	1.8	1.5	-2	3.5	-1.5	1	-0.6
CCCNC(=O)c1ccc2c(c1)ncn2-c1ccccc1OC	-0.3	10	0.0	-2	-0.1	-1.2	4	1.7	-0.3	-2	-1.3
C/C(=N\NC(=O)CSCc1ccccc1Cl)c1cc(O)ccc1O	-1.3	14	0.1	-5	0.4	-2.1	-4	-4.7	0.9	-3	-1.3
